# APJ antagonist = antagonists of human apelin receptor APJ, primary screen, CHO-K1 cells, beta-arrestin complementation, luminescence. AID 2521, 2010. hit rate 0.32% among 330,000. inhibition, % at 20 µM. P35414;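 active means inhibition above about 40% at 20 µM, limit read from the data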;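 further: cells challenged with 10 nM apelin-13 agonist together with compound; plate controls were apelin-13 plus DMSO wells for no effect and DMSO wells lacking apelin-13 for full effect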
# Target sequence (P35414 whole entry, looked up): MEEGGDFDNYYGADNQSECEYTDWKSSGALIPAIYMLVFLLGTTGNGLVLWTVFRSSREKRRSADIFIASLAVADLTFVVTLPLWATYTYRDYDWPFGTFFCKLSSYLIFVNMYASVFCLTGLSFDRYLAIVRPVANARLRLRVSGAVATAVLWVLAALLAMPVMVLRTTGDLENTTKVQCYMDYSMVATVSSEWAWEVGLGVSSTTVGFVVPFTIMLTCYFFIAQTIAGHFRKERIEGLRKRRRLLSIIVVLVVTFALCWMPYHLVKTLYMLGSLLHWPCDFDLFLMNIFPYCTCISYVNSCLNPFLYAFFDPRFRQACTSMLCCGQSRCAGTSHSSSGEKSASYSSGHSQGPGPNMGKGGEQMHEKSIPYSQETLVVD
# UPR CHOP act = activators of apoptotic CHOP UPR arm, primary screen, cell-based, CHO-CHOP luciferase reporter, luminescence, uHTS; UPR activation; percent of tunicamycin response over DMSO baseline; activation, % at 10 µM; hit rate 0.34% among 330,000; AID 449763, 2010;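 active means at 10 µM dose, activation of 40% or more, normalized to positive control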;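 further: 100% = tunicamycin at 10 µg/mL and 0% = DMSO alone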
#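 Test system: CHO-CHOP cells, stable luciferase reporter of PERK-eIF2a-CHOP signalling | Quantity: 500 CHO-CHOP cells per well | Buffer or medium: F12 plus 10% serum | Compound dosing: 10 µM single point, 0.5% DMSO | Schedule: 6 h compound treatment, 37 °C | Signal: Luciferase luminescence | Control set: Tunicamycin high control, DMSO low control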
# 697 NFkB inh = inhibitors of PMA/ionomycin-induced NF-kB reporter, 697 cells, primary screen, B-cell NF-kB inhibitor project, cell-based, luminescence, uHTS | 697 B-cell NF-kB luciferase reporter, 16 h | inhibition, % at 4 µM | hit rate 0.33% among 330,000; in the data active means inhibition above about 35%
# tim23-1 inh = growth inhibitors of tim23-1 mutant yeast, primary screen, luminescence, uHTS; inhibition, % at 20 µM; hit rate 1.3% among 330,000; S. cerevisiae tim23-1 growth, BacTiter-Glo luminescence, 24 h;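 active means growth inhibition of the mutant yeast at or above 50%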;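 further: temperature-sensitive mutant grown at 25 °C; plate controls were DMSO-treated mutant yeast for no effect and medium wells lacking yeast for full effect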
# XBP1 UPR activ = activators of adaptive XBP1 UPR arm, primary screen, cell-based, CHO-XBP1 luciferase reporter, luminescence, uHTS. IRE1-XBP1 UPR activation; percent of tunicamycin response, DMSO as zero. activation, % at 20 µM. hit rate 0.33% among 330,000;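 active means versus positive control, 20 µM dose yields 30% or more activation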;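 further: 100% = tunicamycin at 10 µg/mL and 0% = DMSO only wells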
#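 Material: IRE1-XBP1 luciferase reporter CHO line / Quantity: one thousand reporter cells per well / Buffer or medium: F12 with 10% serum / Compound: 20 µM single concentration, DMSO 1% / Times: 6 h treatment, 37 °C / Detection: Steady-Glo luciferase glow luminescence, 10 min after reagent addition / Benchmarks: tunicamycin high, DMSO low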
# Mdm2-MdmX inh = inhibitors of human Mdm2-MdmX association, primary screen, cell-based, luminescence, split luciferase, SaOS-2, uHTS; Protein Mdm4 (Homo sapiens) + E3 ubiquitin-protein ligase Mdm2 (Homo sapiens), …; SaOS-2 split-luciferase Mdm2/MdmX complementation; inhibition, % at 8 µM; hit rate 3% among 330,000; AID 485346, 2010;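 active means inhibition of at least 50% at 8 µM in the primary screen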
# Jurkat NFkB inh = inhibitors of induced NF-kB luciferase reporter, primary screen, TCR NF-kB activation inhibitor project, cell-based, luminescence, uHTS. hit rate 0.53% among 330,000. Jurkat, PMA/ionomycin-induced NF-kB luciferase reporter. inhibition, % at 4 µM; in the data active means inhibition above about 50%
# APJ agonist = agonists of human apelin receptor APJ, primary screen, CHO-K1 cells, PathHunter beta-arrestin, luminescence. P35414. 0% DMSO wells, 100% apelin. activation, % at 20 µM. hit rate 0.11% among 330,000. AID 2520, 2010;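 active means activation more than six SD over the plate average, tested at 20 µM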;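 further: 0% = DMSO alone and 100% = apelin-13 at 10 nM; some results filed as inactive read as strong as hits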
#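 Test system: CHO-K1 APJ beta-arrestin complementation cell line | Compound: Single test compound dose, 20 µM final, 1% DMSO | Incubation: Compound 90 min 25 °C, reagent 1 h | Measured by: beta-gal luminescence | Read-out basis: APJ–arrestin association signal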
# Numbers without * were called inactive.
(1) O=C(CN1CCN(c2ccccc2)CC1)NCc1ccc(F)cc1
(2) CNC[C@@H]1Oc2ccc(NS(=O)(=O)c3ccc(Cl)cc3)cc2C(=O)N([C@H](C)CO)C[C@@H]1C
(3) COc1ccc(/C=C2\N=C(c3ccc(C)cc3)OC2=O)cc1
(4) CCCN(CCC)C(=O)CC(c1ccccc1)c1ccc(C)cc1O (configuration not stated)
(5) Cc1ccccc1OCc1csc(N)n1
(6) CCC(CO)Oc1cc(NC(=O)c2ccccc2F)c2ncn(C(C)C)c2c1 (configuration not stated)
(7) COC(=O)C1=C(C)Nc2ncnn2C1c1ccccn1 (configuration not stated)
(8) COc1ccc(C)cc1N(CC(=O)NC(C)c1ccccc1)S(C)(=O)=O (configuration not stated)

entry no.,1,2,3,4,5,6,7,8
APJ antagonist,-5,6,-3,23,5,-2,8,20
UPR CHOP act,0.7,-1.8,3.3,0.3,2.2,0.5,-1.3,0.9
697 NFkB inh,2,6,-4,11,4,6,24,-66
tim23-1 inh,4,10,3,42,-7,19,4,16
XBP1 UPR activ,1,0,-2,-4,-2,1,-1,-2
Mdm2-MdmX inh,5,-13,-16,-23,23,13,7,11
Jurkat NFkB inh,-18,0,6,-3,1,-15,12,-77
APJ agonist,-3,-3,-2,-3,-5,2,-4,-2

# The list goes on; it opens with the 4 that closed the last part.
(5) Cc1ccccc1OCc1csc(N)n1
(6) CCC(CO)Oc1cc(NC(=O)c2ccccc2F)c2ncn(C(C)C)c2c1 (configuration not stated)
(7) COC(=O)C1=C(C)Nc2ncnn2C1c1ccccn1 (configuration not stated)
(8) COc1ccc(C)cc1N(CC(=O)NC(C)c1ccccc1)S(C)(=O)=O (configuration not stated)
(9) O=C1NN(c2ccc(F)cc2)C(=O)/C1=C\C=C\c1ccco1
(10) Cc1ccc(-c2n[nH]c(=O)c3ccccc23)cc1S(=O)(=O)Nc1ccc(F)cc1
(11) OCCC1CN(Cc2nc3ccccc3s2)CCN1C1CCCCC1 (configuration not stated)
(12) N#C/C(=C\c1ccccc1)c1n[nH]c(Cn2cncn2)n1
(13) CN(Cc1ccc(-n2cccn2)cc1)Cc1nc(-c2cnccn2)no1
(14) Cn1c(N)c(C(=O)CSc2ccccn2)c(=O)n(C)c1=O
(15) Cc1ccc(S(=O)(=O)N2CCOCC2)cc1NC(=O)COc1ncnc2ccccc12
(16) Cc1[nH]c2ccccc2c1C(=O)C(=O)NC1CC1

entry no.,5,6,7,8,9,10,11,12,13,14,15,16
APJ antagonist,5,-2,8,20,17,-1,6,2,-7,4,-8,-15
UPR CHOP act,2.2,0.5,-1.3,0.9,0.5,-0.6,-3.1,-3.2,-1.9,4.0,1.3,-0.5
697 NFkB inh,4,6,24,-66,-4,15,14,2,4,-1,3,-12
tim23-1 inh,-7,19,4,16,-2,1,12,1,12,1,-5,3
XBP1 UPR activ,-2,1,-1,-2,-1,1,-1,1,0,0,-3,1
Mdm2-MdmX inh,23,13,7,11,4,-24,6,-1,6,-37,17,-11
Jurkat NFkB inh,1,-15,12,-77,-5,6,2,0,-5,6,4,3
APJ agonist,-5,2,-4,-2,-6,-2,-4,-4,-1,-2,-1,4

# Full records as entered above. Order of values: APJ antagonist, UPR CHOP act, 697 NFkB inh, tim23-1 inh, XBP1 UPR activ, Mdm2-MdmX inh, Jurkat NFkB inh, APJ agonist
# CN(Cc1ccc(-n2cccn2)cc1)Cc1nc(-c2cnccn2)no1 in the list: -7, -1.9, 4, 12, 0, 6, -5, -1
# Cc1ccc(S(=O)(=O)N2CCOCC2)cc1NC(=O)COc1ncnc2ccccc12 in the list: -8, 1.3, 3, -5, -3, 17, 4, -1

# (list continues)
(17) CC#CCc1cc2ccccc2c(=O)o1
(18) Oc1ccccc1-c1cc(-c2ccccc2)n[nH]1
(19) Cc1cccc(NCc2ccc([N+](=O)[O-])s2)c1
(20) O=C(Nc1nccs1)C1CC(=O)N(Cc2ccco2)C1 (configuration not stated)
(21) CCCN(CC(=O)c1cc(C)n(C)c1C)S(=O)(=O)c1cccc(C(F)(F)F)c1
(22) COc1ccc([N+](=O)[O-])c(OC)c1C(=O)NC(=O)Nc1nc(C)cc(C)n1
(23) CN1CCN(CCCn2cnc3c(=O)oc4ccccc4c32)CC1
(24) CC(NC(=O)NC1CCCCC1)C(c1cccs1)N1CCN(C)CC1 (configuration not stated)

entry no.,17,18,19,20,21,22,23,24
APJ antagonist,11,6,-6,15,15,16,6,-4
UPR CHOP act,1.6,4.4,2.6,0.1,0.5,-0.1,-1.1,-2.2
697 NFkB inh,8,-200,-2,17,-5,4,13,9
tim23-1 inh,-5,71*,42,1,21,0,8,3
XBP1 UPR activ,-3,2,-6,5,1,-2,3,-2
Mdm2-MdmX inh,3,-205,4,11,2,-2,-16,16
Jurkat NFkB inh,-1,-181,-3,18,2,-13,2,-8
APJ agonist,-5,1,2,-2,-2,3,6,-6

(25) Cc1ccc2nc(SCC(=O)Nc3nonc3N)[nH]c2c1
(26) COc1cc(C(C)=O)ccc1OCc1cc(C(=O)N2CCSCC2)no1
(27) O=C(N/N=C/c1cccc([N+](=O)[O-])c1)C1COc2ccccc2O1 (configuration not stated)
(28) CCOC(=O)c1c(C)[nH]c(C(=O)COC(=O)CNS(=O)(=O)c2ccc(C)cc2)c1C
(29) Fc1nc(N2CCCC2)c(F)c(Oc2ccccc2Oc2c(F)c(F)nc(N3CCCC3)c2F)c1F
(30) CCN(CC)c1ccc(CNc2nc3ccccc3n2CCN2CCOCC2)cc1
(31) Cc1ccc(S(=O)(=O)N2CCCCC2)cc1NC(=O)C1CC(=O)N(Cc2ccco2)C1 (configuration not stated)
(32) CN(C)C(=O)c1cc(Br)ccc1Cl

entry no.,25,26,27,28,29,30,31,32
APJ antagonist,-19,14,0,10,-6,0,5,0
UPR CHOP act,-0.3,2.0,-0.5,1.3,-1.4,4.0,-0.9,0.2
697 NFkB inh,27,8,-1,-6,13,-27,4,14
tim23-1 inh,6,13,18,9,20,11,-17,-8
XBP1 UPR activ,-2,-1,-3,2,-2,-3,-3,-1
Mdm2-MdmX inh,13,-3,-20,-18,-7,1,23,23
Jurkat NFkB inh,-5,7,-3,-12,3,0,-1,1
APJ agonist,-3,4,2,-1,-3,-3,-4,1

(33) CCC(=O)c1cc2c(C)cc(=O)oc2c(C)c1OC(C)=O
(34) COC(=O)c1c(NC(=O)COC(=O)Cn2cnc3ccccc32)sc(C)c1C
(35) CCN(CC)S(=O)(=O)c1cccc(NC(=O)COc2ccc(Cl)cc2Br)c1
(36) CCCC(=O)Nc1ccc(NC(=O)CCc2ccccc2)cn1
(37) CCn1c(=O)cc(OCC(=O)NCCC(C)C)c2ccccc21
(38) COc1ccc(N(CC(=O)N2CCN(C)CC2)S(C)(=O)=O)cc1OC
(39) N#Cc1c(C(F)(F)F)cc(-c2ccccc2)nc1SCC(=O)Nc1sc2c(c1C#N)CCC2
(40) COc1ccc(OCCSc2nnc(CCNC(=O)c3ccc(Cl)c(Cl)c3)n2C)cc1

entry no.,33,34,35,36,37,38,39,40
APJ antagonist,8,-9,0,1,21,15,20,-2
UPR CHOP act,-0.2,1.0,1.5,0.6,-0.2,1.7,6.6,1.8
697 NFkB inh,-28,-27,-31,8,2,5,-11,14
tim23-1 inh,-28,-1,8,27,3,11,18,20
XBP1 UPR activ,1,0,2,-3,-1,-2,2,1
Mdm2-MdmX inh,25,-2,-8,18,21,9,72*,1
Jurkat NFkB inh,9,-32,-4,-4,-4,0,8,-3
APJ agonist,-4,-1,3,1,-4,6,-1,-3

(41) c1ccc(CNC2=NCCC2)nc1
(42) Cc1ccc(NC(=S)C2=C(O)c3sccc3N(C)S2(=O)=O)cc1
(43) Nc1cccc(NC(=O)c2cccs2)c1
(44) Cc1cc(S(=O)(=O)NC(C)c2nnc3ccccn23)ccc1Br (configuration not stated)
(45) COC(=O)c1cccc(NC(=O)CC2C(=O)NCCN2C(=O)Nc2cc(C)cc(C)c2)c1 (configuration not stated)
(46) O=C(c1ccccc1NS(=O)(=O)c1ccc(F)cc1)N1CCOCC1
(47) CC1CCc2[nH]c3ccc(C(=O)N(C)CC(=O)Nc4cccc(F)c4)cc3c2C1 (configuration not stated)
(48) COc1cccc(/C=C/C(=O)Nc2ccc(N3CCOCC3)cc2)c1OC

entry no.,41,42,43,44,45,46,47,48
APJ antagonist,5,17,7,-8,0,-3,-5,6
UPR CHOP act,0.8,-1.2,0.4,-0.4,0.7,-0.8,0.5,3.8
697 NFkB inh,-21,-4,7,18,6,-3,0,9
tim23-1 inh,16,-10,3,17,14,-2,37,-4
XBP1 UPR activ,1,-2,0,2,-2,-7,-3,0
Mdm2-MdmX inh,-14,2,-2,13,6,4,16,-6
Jurkat NFkB inh,-5,-4,2,3,-21,2,-13,-15
APJ agonist,14,2,8,-3,23,4,4,-6

(49) COc1ccc(-c2cccc(C3CC=CC4C3C(=O)N(Cc3ccccc3)C4c3cc(C)ccc3F)c2)cc1 (configuration not stated)
(50) COc1ccc(N/C(=C2\CCCC2=O)C2CCCCC2)cc1
(51) Cc1ccc(NC(=O)Cn2c(=O)c3cccn3c3ccccc32)c(Cl)c1
(52) O=C(O)c1ccc(N2C(=O)CSC2=S)cc1
(53) O=C(CCc1nnc2ccc(NCc3ccco3)nn12)Nc1cc(F)ccc1F
(54) Cc1ccccc1NC(=O)/C(C#N)=C/c1ccc(-c2ccc(Cl)c(C(=O)O)c2)o1
(55) CCCCn1cnc2c(=S)nc(N)[nH]c21
(56) Cc1ccccc1NC(=S)N1CCOCC1

entry no.,49,50,51,52,53,54,55,56
APJ antagonist,4,-13,-7,-13,16,17,11,4
UPR CHOP act,4.5,2.1,3.0,-0.8,3.7,4.7,-0.1,-1.8
697 NFkB inh,-67,-24,-36,9,0,-87,11,6
tim23-1 inh,40,21,11,20,3,10,0,4
XBP1 UPR activ,-1,-2,1,-4,1,-2,-3,-1
Mdm2-MdmX inh,33,-8,13,1,14,1,-9,29
Jurkat NFkB inh,26,-29,-2,-18,15,-4,-1,14
APJ agonist,1,0,-2,-6,6,-3,1,-2

(57) CC(C)(C)c1ccc(-n2ncc3c2CCCC3NC(=O)C2=NNC(=O)CC2)cc1 (configuration not stated)
(58) NC(=S)N=Nc1c(O)[nH]c2ccccc12
(59) CCn1cc(CN2CCC(n3nccc3NC(=O)Cc3ccccc3)CC2)c(C)n1
(60) O=C(COc1ccc(Cl)cc1Cl)NNC(=O)c1cccnc1
(61) CCN(CC(=O)Nc1ccc(N2CCOCC2)cc1)C(=O)c1ccc(C(F)(F)F)cc1

entry no.,57,58,59,60,61
APJ antagonist,1,3,-4,19,-5
UPR CHOP act,2.2,2.9,-2.3,1.2,0.4
697 NFkB inh,-22,13,-3,1,14
tim23-1 inh,36,3,8,10,20
XBP1 UPR activ,-3,-2,-7,-6,-3
Mdm2-MdmX inh,13,-17,-20,14,8
Jurkat NFkB inh,3,12,-3,21,9
APJ agonist,1,-1,5,-1,-2

# Screens deposited in PubChem BioAssay by Sanford-Burnham Center for Chemical Genomics.
